LMPTP block: blocks human LMPTP phosphatase | recombinant LMPTP-A, OMFP fluorogenic substrate, fluorescence intensity | P24666 | hit rate 0.22% among 360,000 | AID 651560 | inhibition, % at 20 µM;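 active means compounds that cut the enzyme signal by at least half of the control window in the single-dose screen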;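 further: plate controls were DMSO wells with enzyme plus substrate for no effect and substrate without enzyme for full effect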
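Assay system: LMPTP-A, protein tyrosine phosphatase of low molecular weight / Medium: pH 6.0 Bis-Tris buffer with DTT and Triton X-100 / Schedule: 50 min enzyme reaction at room temperature, protected from light / Measured by: endpoint fluorescence intensity from OMFP dephosphorylation / Read-out basis: % inhibition relative to no-enzyme and uninhibited control wells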
STEP block: blocks human striatal-enriched tyrosine phosphatase; P54829; hit rate 0.25% among 360,000; AID 588621; inhibition, % at 20 µM; recombinant STEP, OMFP fluorogenic substrate, fluorescence;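 active means inhibition at 20 µM, scaled per plate between control wells, above about 37%, limit read from the data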;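 further: 0% = DMSO with enzyme and substrate and 100% = substrate only without enzyme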
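Material: STEP (striatal-enriched tyrosine phosphatase) enzyme, cell-free; Compound dosing: 20 µM single dose in 1% DMSO; Technique: fluorescence read at 480 nm ex / 540 nm em; Times: reaction 20 min, ambient temperature; Medium: 50 mM Bis-Tris pH 6.0 with 2.5 mM DTT and 0.005% Tween 20; Also added: OMFP at 25 µM.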
CendR NRP1 mod: NRP-1/CendR interaction modulation; O14786; FAM-RPARPAR peptide binding to NRP-1, fluorescence polarization; inhibition, % at 25 µM; hit rate 0.85% among 360,000;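 active means inhibition or corrected inhibition above about 18%, plus a signal ratio from 0.5 to 1.5, limit read from the data, passing the limit was not always enough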; further: strong numbers were not always called active
MsrA inh: inhibits bovine methionine sulfoxide reductase A; purified bovine MsrA, absorbance read-out; inhibition, % at 15.5 µM; hit rate 0.75% among 360,000; in the data active means inhibition above about 4.5%;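 further: 0% = vehicle wells with enzyme and 100% = reference inhibitor wells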
SUMO1-SIM PPI: modulators of human SUMO1-mediated protein-protein interactions; P63165; AID 602429; SUMO1 binding to a labelled peptide, TR-FRET, 1 h; inhibition, % at 20 µM; hit rate 0.33% among 360,000; in the data active means inhibition above about 37%
Target sequence (P63165 whole entry, looked up): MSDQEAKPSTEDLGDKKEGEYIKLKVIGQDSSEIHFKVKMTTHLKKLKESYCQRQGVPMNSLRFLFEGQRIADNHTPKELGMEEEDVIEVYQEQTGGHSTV
Scp-1 inhibitor: inhibitors of human Scp-1 phosphatase | Recombinant Scp1, phosphopeptide, malachite green phosphate absorbance | inhibition, % at 20 µM | AID 493091 | hit rate 0.88% among 340,000;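 active means inhibition above about 50% at 20 µM, limit read from the data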;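 further: plate controls were DMSO wells with enzyme for no effect and wells lacking enzyme for full effect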
Target sequence (Q9GZU7 76-261 limits assumed): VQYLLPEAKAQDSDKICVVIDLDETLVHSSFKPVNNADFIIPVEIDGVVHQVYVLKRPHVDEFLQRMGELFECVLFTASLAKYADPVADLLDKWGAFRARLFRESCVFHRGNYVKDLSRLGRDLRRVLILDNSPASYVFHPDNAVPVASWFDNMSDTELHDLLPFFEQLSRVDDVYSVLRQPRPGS
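System: truncated SCP-1 phosphatase (76-261aa); medium: Tris acetate buffer pH 5.5 with MgCl2 and Tween-20; incubation: 45 min room-temperature reaction, 5 min colour, 30 min stabiliser; compound: single 20 µM dose, 1% DMSO; reagent: Phosphorylated 17-residue peptide substrate; read-out: % inhibition at 20 µM; technique: colorimetric free-phosphate detection, absorbance 630 nm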
MsrA act: bovine methionine sulfoxide reductase A activation | purified bovine MsrA, absorbance read-out | activation, % at 10.6 µM | hit rate 0.3% among 360,000 | AID 602163; in the data active means activation above about 7.5%;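 further: 0% = vehicle and 100% = reference activator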
E coli Lon inh: E. coli protease La inhibition. purified E. coli Lon protease, fluorescence polarization. inhibition, % at 7.94 µM. hit rate 0.42% among 360,000; in the data active means inhibition above about 13%, passing the limit was not always enough;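 further: 0% = enzyme with probe and DMSO and 100% = no enzyme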
Target sequence (P0A9M0 whole entry, looked up): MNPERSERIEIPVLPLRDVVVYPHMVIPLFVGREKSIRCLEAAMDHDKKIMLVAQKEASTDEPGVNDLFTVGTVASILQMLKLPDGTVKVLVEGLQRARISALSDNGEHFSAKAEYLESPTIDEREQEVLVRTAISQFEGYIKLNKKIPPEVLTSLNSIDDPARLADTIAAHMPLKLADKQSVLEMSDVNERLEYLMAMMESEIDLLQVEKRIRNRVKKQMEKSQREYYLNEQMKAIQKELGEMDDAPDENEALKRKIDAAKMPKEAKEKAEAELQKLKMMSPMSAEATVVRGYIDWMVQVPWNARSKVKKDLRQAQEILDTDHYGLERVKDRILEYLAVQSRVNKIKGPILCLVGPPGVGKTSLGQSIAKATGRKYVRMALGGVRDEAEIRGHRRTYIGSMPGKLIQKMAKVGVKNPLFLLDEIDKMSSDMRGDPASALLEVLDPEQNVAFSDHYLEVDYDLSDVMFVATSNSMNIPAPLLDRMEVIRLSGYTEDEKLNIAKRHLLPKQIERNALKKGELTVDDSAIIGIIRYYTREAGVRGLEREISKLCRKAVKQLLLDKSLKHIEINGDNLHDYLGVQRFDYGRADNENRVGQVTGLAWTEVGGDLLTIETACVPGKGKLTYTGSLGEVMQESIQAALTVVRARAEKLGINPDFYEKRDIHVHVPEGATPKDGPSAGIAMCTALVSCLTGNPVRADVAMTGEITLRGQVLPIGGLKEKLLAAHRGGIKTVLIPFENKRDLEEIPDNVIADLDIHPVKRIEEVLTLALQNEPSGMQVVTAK
Tb MetRS inh: Trypanosoma brucei MetRS inhibition; hit rate 0.4% among 360,000; purified T. brucei MetRS, ATP depletion, Kinase-Glo luminescence; inhibition, % at 11.9 µM;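 active means inhibition above a per-plate cutoff of the control wells' mean inhibition plus 3 SD, cut at about 5.5% in these data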;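 further: 0% = DMSO wells median and 100% = median of wells with control inhibitor compound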
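Material – parasite MetRS enzyme · Medium – HEPES-MgCl2-KCl buffer plus DTT, spermine, BSA, pyrophosphatase · Reagent – ATP, methionine and E. coli bulk tRNA substrates · Times – 15 min enzyme-compound preincubation, 2 h reaction, 10 min detection, 25 °C · Measured by – luminescence of leftover ATP · Evaluation – percent inhibition relative to median high and low control wells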
DNMT1 inh: inhibitors of human DNMT1. P26358. DNMT1 molecular beacon, Hinp1I cleavage, fluorescence. inhibition (reported as % activation of signal), % at 10 µM. hit rate 0.83% among 360,000; in the data active means inhibition above about 50%
Starred values were filed as active, the others as inactive; / = not tested or not shown.

SMILES	LMPTP block	STEP block	CendR NRP1 mod	MsrA inh	SUMO1-SIM PPI	Scp-1 inhibitor	MsrA act	E coli Lon inh	Tb MetRS inh	DNMT1 inh
Cc1onc(-c2ccccc2)c1C(=O)N1CCN(c2ccccc2F)CC1	-1.5	-2	-8	2.7	9	-4	-2	-5	0.7	-1
O=C(Nc1ccccc1)c1ccccc1NC(=O)c1ccccc1[N+](=O)[O-]	-0.3	-1	-21	0.3	-16	-7	-6	8	-1.2	-1
CCCOc1ccc(C(=O)CCC(=O)NNC(=O)Cn2nc(C)cc2C)cc1	-1.5	0	6	1.1	-2	3	-1	-4	-0.4	1
Cc1ccc(NC(=O)CSc2nc3ccccc3c(=O)n2CC2CCCO2)cc1 (centres undefined)	0.1	0	10	-0.2	5	-5	-2	-4	0.7	0
COC(=O)[C@@H](Cc1ccccc1)NC(=O)/C=C/[C@H]1O[C@@H](n2cnc3c(NC(=O)c4ccccc4)ncnc32)[C@H](O)[C@@H]1O	-2.6	-2	-3	-0.8	1	/	-4	-7	-1.2	1
CC1(c2ccc(OC(F)F)cc2)NC(=O)N(CC(=O)Nc2ccc(F)cc2)C1=O (centres undefined)	-1.4	-2	-4	1.4	-1	-6	-1	-8	-0.3	2
CC(=O)NC(c1ccccc1)c1cccnc1 (centres undefined)	-1.3	1	-1	-1.0	1	10	-8	8	-0.5	3
CCC(=O)N1N=C(c2ccccc2)CC1c1ccccc1 (centres undefined)	-1.3	0	-4	-0.5	-1	-2	-3	-1	-0.5	0
CC(=O)Nc1ccc(NC(=O)c2ccccc2Br)cc1	-2.7	3	7	1.3	4	/	0	1	-0.4	-1
CC(NC(=O)COc1ncnc2cc([N+](=O)[O-])ccc12)c1ccccc1 (centres undefined)	-2.1	1	1	1.2	-16	-3	-6	3	-0.3	-7
COc1ccc([N+](=O)[O-])cc1-n1cnnn1	-0.7	-2	-6	0.4	-21	-3	-4	-7	-0.5	7
CCOC(=O)Nc1ccc2c(c1)N(C(=O)CN1CCN3CCCC3C1)c1ccccc1CC2 (centres undefined)	-2.8	2	-19	1.9	2	-8	-3	-4	-0.6	4
O=C(NC(CSCc1ccccc1)C(=O)N/N=C/c1ccc(O)cc1O)c1ccc([N+](=O)[O-])cc1 (centres undefined)	0.3	5	-10	3.2	-20	-5	-8	-3	3.3	-14
CCO[C@@H]1OC(C(=O)Nc2ccccc2)=C[C@H](C)[C@H]1CCCO	0.7	-1	4	0.1	-9	-8	1	9	-0.4	-2
CN(C)C1(CNC(=O)C2CCN(S(=O)(=O)c3cc(Cl)ccc3Cl)CC2)CCCCC1	-0.9	-1	-4	1.2	6	-3	-11	-4	-0.9	1
O=C(NCc1ccccc1)c1cc(-n2cnnc2)ccc1Cl	-3.1	0	-5	0.6	-1	-11	-5	-10	-0.7	0
CSc1nc2[nH]c3c(c2c2nncn12)CC(C)(C)OC3	0.5	4	2	0.7	0	0	-12	-12	-1.5	1
CC1=C(C(=O)N(C(C)C)C(C)C)CC(CC(=O)NCCN2CCOCC2)C(=O)N1CCCN1CCCC1=O (centres undefined)	-1.0	1	4	0.4	1	/	-9	13	-1.0	-2
Cc1cccc(NC(=O)CCc2nc3sc4c(c3c(=O)[nH]2)CCCC4)n1	1.9	4	-27	-0.7	11	33	-8	-4	-0.5	15
CCC1CN(C(=O)N2CCC(C(=O)NCc3ccc(C)o3)CC2)c2cc(C)ccc2O1 (centres undefined)	-0.6	2	7	0.0	14	-7	0	7	-0.3	0
C/C(Cl)=C/Cn1c(=O)c2c(nc(Br)n2Cc2ccccc2)n(C)c1=O	2.7	4	-7	0.9	-2	1	-7	-3	-0.9	-3
CC(=O)Cc1nsc(NC(=O)c2ccc(-c3cc(C(F)(F)F)ccc3Cl)o2)n1	-2.7	-1	0	0.6	10	-4	-6	-10	-0.5	-2
CCn1c(Cc2c(C)[nH]c3ccccc23)nnc1SCC(N)=O	-1.9	-6	-4	0.0	-2	-5	-5	-1	-1.2	1
Cc1ccn2c(NC3CCCC3)c(-c3cccs3)nc2c1	1.0	-5	10	-0.3	-3	5	-2	-8	-0.3	-2
COC(=O)c1[nH]c2ccccc2c1NC(=O)CN1CCC(C(N)=O)(N2CCCCC2)CC1	-0.9	1	4	-0.6	-3	-2	-8	-5	-1.5	0
CCOc1ccc(CNC(=O)CCC(=O)N2Cc3cccc(OC)c3Oc3ncccc32)cc1	-0.8	5	-1	-0.1	1	-7	-3	-4	-0.6	-6
COc1cc(NC2c3ccccc3C(=O)N2Cc2ccc3c(c2)OCO3)cc(OC)c1OC (centres undefined)	1.2	-1	10	0.6	3	-8	-1	-4	-0.3	-4
COc1ccc(C(=O)Nc2cccc(/C=C/c3nc4ccccc4c(=O)[nH]3)c2)cc1	14	16	-20	0.2	22	13	-9	6	0.2	7
O=C(N[C@@H](Cc1ccccc1)C(=O)OCc1ccccc1)c1nc[nH]c1C(=O)NC(c1ccccc1)c1ccccc1	2.3	-2	27*	-0.8	-2	-5	-2	4	-0.1	-6
COc1ccc(C(=O)Nc2nccs2)cc1	-1.0	-1	6	-0.1	2	-4	-1	-5	0.0	-1

Complete entries as entered above. Screens in order: LMPTP block | STEP block | CendR NRP1 mod | MsrA inh | SUMO1-SIM PPI | Scp-1 inhibitor | MsrA act | E coli Lon inh | Tb MetRS inh | DNMT1 inh
CC(=O)Cc1nsc(NC(=O)c2ccc(-c3cc(C(F)(F)F)ccc3Cl)o2)n1 is listed as -2.7 | -1 | 0 | 0.6 | 10 | -4 | -6 | -10 | -0.5 | -2
CC(=O)Nc1ccc(NC(=O)c2ccccc2Br)cc1 is listed as -2.7 | 3 | 7 | 1.3 | 4 | / | 0 | 1 | -0.4 | -1

(further entries)
SMILES	LMPTP block	STEP block	CendR NRP1 mod	MsrA inh	SUMO1-SIM PPI	Scp-1 inhibitor	MsrA act	E coli Lon inh	Tb MetRS inh	DNMT1 inh
CCOC(=O)c1sc(NC(=O)c2cc3n(n2)C(C(F)(F)F)CC(c2cccs2)N3)c(C(=O)OCC)c1C (centres undefined)	4.0	1	4	1.6	-1	-18	-3	-4	-1.4	-3
COC(=O)C(NS(C)(=O)=O)(c1c(C)[nH]c2ccccc12)C(F)(F)F (centres undefined)	0.4	1	-5	0.5	2	-11	-11	4	-1.5	14
COc1ccc(OCCCCN(C)Cc2ccccc2)cc1	-1.8	0	-3	-0.1	4	-5	-5	-1	-0.6	2
CC(=O)c1cc(C#N)c(Oc2cccc(C(F)(F)F)c2)nc1C	-1.5	1	-5	-0.2	3	-5	-7	-11	-0.9	-5
COc1cccc(C2CC(c3ccccc3OC)n3nc(N)nc3N2)c1 (centres undefined)	-0.3	-3	2	-0.3	2	4	-5	-3	-0.3	1
COc1ccccc1C(=O)Nc1ccc(S(=O)(=O)N2CCCCC2)cc1	0.3	-1	13	-0.9	0	-7	-2	5	0.4	-2
CCOc1ccccc1C(=O)Nc1nn[nH]n1	0.1	-1	-4	1.5	3	-5	-6	-4	-0.2	-1
COc1cccc(/C=N/NC(=O)CCCC(=O)Nc2ccc(Br)cc2)c1	0.8	-3	6	-1.8	0	-5	-5	-1	1.1	-1
COC(=O)c1c(N)c(C#N)c2n1CCCCC2	-2.2	-1	4	0.2	-1	-8	2	-2	-0.2	5
CC1(C)Cc2c(sc3ncn4nc(CCC(=O)O)c(=O)nc4c23)CO1	-0.8	1	1	2.2	2	-3	-5	-6	-0.5	-2
O=C1N[C@@H](c2ccccc2)COC(=O)[C@H](Cc2ccc(F)cc2)CC/C=C/C[C@H]1CC(=O)N(CCO)Cc1ccccc1	1.7	0	-10	-0.2	3	-4	-1	0	0.0	-9
CCOC(=O)CN(C(=O)COc1nc(-c2ccccc2)cc(C)c1C#N)c1ccccc1C	2.3	1	-10	-0.6	-3	-23	-3	-2	-0.6	2
CCCCCc1nc2ccccc2c(=O)n1N	-2.0	-3	-4	-0.1	2	-14	-3	-3	-1.1	-3
NS(=O)(=O)c1ccc(CNC(=O)c2ccc(NS(=O)(=O)c3ccc4[nH]c(=O)[nH]c4c3)cc2)cc1	-1.3	-1	0	-0.5	2	-3	-2	-2	0.2	2
O=C1CN(C(=O)/C=C/c2ccccc2)CCN1	-1.2	8	-5	0.9	-5	-3	-5	1	1.5	-1
C/C(=C\C(=O)c1ccc(C)cc1)Nc1cccc(O)c1	0.2	-1	14	0.3	-9	-3	-1	5	-0.6	-2
O=C(CN1C(=O)S/C(=C\c2ccccc2)C1=O)Nc1cc([N+](=O)[O-])ccc1O	2.9	-3	0	4.8*	-1	-11	-4	-4	0.7	-3
Cc1cc(-c2nc(C)c(C(=O)NNC(=O)NC(C)C)s2)no1	-0.8	3	2	-1.4	-6	-9	-2	6	0.1	1
Cc1c(-c2ccccc2)nc2ccccc2c1C(=O)Nc1ccncc1	-0.1	0	-2	-0.8	12	-2	-3	-2	-0.4	-1
O=C(COC(=O)CCc1nc2ccccc2n1-c1ccccc1)Nc1ccc(N2CCCCC2)cc1	2.6	0	-9	-0.3	0	-4	0	-18	-0.9	-16
O=C(COC(=O)c1ccc(S(=O)(=O)N2CCCC2)cc1)Nc1cccc(Cl)c1	0.5	5	-2	-0.5	3	-15	2	4	0.0	-2
COc1ccc(-c2cc(C(=O)Nc3cccc(C(C)=O)c3)no2)cc1	0.4	-3	2	0.1	4	-6	-2	-11	-0.5	7
CCc1cc(-c2n[nH]c(C)c2Oc2ccc(C(C)C)cc2)c(O)cc1O	2.5	-2	-1	0.0	0	-7	0	8	0.0	-30
CCCS(=O)(=O)N1CCCC(C(=O)N2CCN(c3ccccn3)CC2)C1 (centres undefined)	0.6	-1	-2	-0.6	1	-4	1	-4	-0.1	1
COc1cc(/C=N/NC(=O)CCC(=O)Nc2ccc(C)cc2)ccc1O	-1.4	-1	16	1.8	-4	-5	-2	0	-0.2	-3
C=CCn1c(SCC(=O)N2CCc3ccccc3C2)nc2ccccc2c1=O	2.4	-12	5	-0.2	-1	-5	-1	-7	-1.2	-1
CC(=O)c1c(COC(=O)c2cccc(C)c2)nc2ccccc2[n+]1[O-]	0.2	0	1	1.0	-22	-7	-5	3	1.1	1
Fc1ccccc1CSc1ncnc2c1oc1ccccc12	2.0	3	-8	0.9	-37	-5	-1	-6	-0.3	-3
O=C(NCCCN1CCCC1=O)c1cc(=O)c2ccccc2o1	-2.2	17	13	-0.3	-4	-2	1	6	-0.5	1
CCCOc1ccc(-c2nnc(-c3cccs3)o2)cc1	0.7	-2	15	1.8	18	67*	-5	-12	-1.2	-4

Screening data as filed in PubChem BioAssay.
